FH mod – Identification of activators of human fumarate hydratase by quantitative high-throughput screening; Fumarate hydratase, mitochondrial (Homo sapiens), P07954; FH coupled MDH/diaphorase resazurin fluorescence, 15 min; Potency, µM (doses to about 79.9 µM), for the others: at the top dose activity change, negative = inhibition, hits mostly inhibitors; 54,000 compounds, 0.22% hits; further: the screen sought activators but most active calls are inhibition curves; nearly all actives have a fitted effect of over 45% in size
Target sequence (P07954 whole entry, looked up): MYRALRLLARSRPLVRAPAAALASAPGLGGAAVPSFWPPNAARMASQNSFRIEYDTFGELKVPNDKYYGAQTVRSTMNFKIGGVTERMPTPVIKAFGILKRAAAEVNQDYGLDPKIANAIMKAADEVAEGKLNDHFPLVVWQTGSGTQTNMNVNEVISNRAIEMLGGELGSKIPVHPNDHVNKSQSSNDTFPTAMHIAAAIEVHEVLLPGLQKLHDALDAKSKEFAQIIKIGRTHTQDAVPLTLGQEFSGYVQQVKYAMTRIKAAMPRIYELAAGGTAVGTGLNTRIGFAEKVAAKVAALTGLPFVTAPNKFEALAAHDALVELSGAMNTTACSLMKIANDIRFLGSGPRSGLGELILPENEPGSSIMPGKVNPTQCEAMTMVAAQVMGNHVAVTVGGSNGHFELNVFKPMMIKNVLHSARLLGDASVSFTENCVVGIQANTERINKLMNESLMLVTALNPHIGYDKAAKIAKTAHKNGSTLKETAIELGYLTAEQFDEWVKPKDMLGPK
NTMT1 inh – NTMT1 methyltransferase inhibition | 59,000 compounds, 2.5% hits | Q9BV86 | NTMT1 MTase-Glo SAH luminescence, purified enzyme | Potency, µM (titrated, usually from 114 µM), inactives show top-dose activity change, negative = inhibition, hits mostly inhibitors;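 further: plate controls were DMSO vehicle for no effect and no enzyme for full effect; nearly all actives have a fitted effect of over 65% in size; many of its hits are not listed in these tables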
Target sequence (Q9BV86 whole entry, looked up): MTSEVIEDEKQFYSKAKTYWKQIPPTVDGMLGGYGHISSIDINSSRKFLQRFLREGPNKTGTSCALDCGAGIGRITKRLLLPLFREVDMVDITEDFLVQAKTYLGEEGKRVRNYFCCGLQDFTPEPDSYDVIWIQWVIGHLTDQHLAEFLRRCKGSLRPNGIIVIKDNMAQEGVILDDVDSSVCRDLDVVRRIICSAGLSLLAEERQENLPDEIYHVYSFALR
Starred values were filed as active, the others as inactive; u = inconclusive; & = joins results of further samples; ! = not active in a repeat; [ ] = remark or other dose. The call rests on the fitted dose curve; in most records, active means well fitted curve in the direction sought with a large enough effect; inconclusive means small, poorly fitted or top-dose-only effect, or another doubt; inactive means no such curve, though single readings can be large; an effect the other way counts as inactive or inconclusive. Unless noted, on the % scale 0 is the no-effect control and ±100 the full control effect; potency means the concentration at half of the fitted maximal effect. This is a subset, so the mix of outcomes need not match the whole.

Values run as follows: NTMT1 inh | FH mod
CCN[C@H]1C[C@H](C)S(=O)(=O)c2sc(S(N)(=O)=O)cc21
→ 15.0% | 10.1%&6.7%[53.3 µM]
O=C(NCCc1c[nH]c2ccc(O)cc12)c1ccc2ccccc2c1O
→ -4.4% | u
C[n+]1ccccc1/C=N/O
→ -21.5%[57.5 µM] | -10.0%[53.3 µM]
CCCCCCCCOc1ccc(C(=O)c2ccccc2)c(O)c1
→ -19.8%[57.5 µM] | -4.7%[53.3 µM]
CCN1CCN(Cc2ccc(NC(=O)c3ccc(C)c(/C=C/c4cnc5[nH]ccc5c4OC)c3)cc2C(F)(F)F)CC1
→ -3.1% | -18.8%
O=C(/C=C/c1ccccc1O)O[C@@H]1O[C@H](CO)[C@@H](O)[C@H](O)[C@H]1O
→ -4.7%[29.8 µM] | -1.9%[53.3 µM]
O=C(OCCN1CCOCC1)c1cccnc1Nc1cccc(C(F)(F)F)c1
→ -26.3%[57.5 µM] | 4.1%[53.3 µM]
CC(C)c1ccc(NC(=O)C(c2ccccc2)N(C)C(=O)Cc2c[nH]c3ccccc23)cc1 (stereo not given)
→ -27.1%[57.5 µM] | -24.6%
C=C1CC[C@@H]2[C@](C)(CO)[C@H](O)CC[C@@]2(C)[C@@H]1C/C=C1/C(=O)OC[C@@H]1O
→ 22.7%[29.8 µM] | 1.8%[53.3 µM]
CC(CO)C1CCC2(C)CC3C(CO)CC(O)C3C(C)(O)C/C=C/12 (stereo not given)
→ -0.9%[29.8 µM] | 6.3%[53.3 µM]
C=C(C)Cn1c(SCC(=O)c2cccs2)nc2sc3c(c2c1=O)CCCC3
→ -3.5%[57.5 µM] | -4.7%
CO[C@@]1(NC(=O)C(C(=O)O)c2ccc(O)cc2)C(=O)N2C(C(=O)O)=C(CSc3nnnn3C)CO[C@@H]21 (stereo not given in full)
→ u | 0.0%[53.3 µM]
C=CC(=O)Nc1cccc(Nc2nc(Nc3ccc(Oc4ccnc(C(=O)NC)c4)cc3)ncc2F)c1
→ 4.8% | u
Nc1nc2c(ncn2[C@@H]2O[C@@H]3COP(=O)(O)O[C@H]3[C@H]2O)c(=O)[nH]1
→ 10.8%[57.5 µM] | -2.3%
N[C@H](C(=O)O)[C@@H](O)c1ccc(O)c(O)c1
→ -20.9%[57.5 µM] | -11.5%[53.3 µM]

Structural class, the entries above with sulfur (three)
Values run as follows: NTMT1 inh | FH mod
CCN[C@H]1C[C@H](C)S(=O)(=O)c2sc(S(N)(=O)=O)cc21
→ 15.0% | 10.1%&6.7%[53.3 µM]
C=C(C)Cn1c(SCC(=O)c2cccs2)nc2sc3c(c2c1=O)CCCC3
→ -3.5%[57.5 µM] | -4.7%
CO[C@@]1(NC(=O)C(C(=O)O)c2ccc(O)cc2)C(=O)N2C(C(=O)O)=C(CSc3nnnn3C)CO[C@@H]21 (stereo not given in full)
→ u | 0.0%[53.3 µM]

Following part.
Values run as follows: NTMT1 inh | FH mod
CC1=C(CO)C(=O)O[C@@H]([C@@H](C)[C@H]2CC[C@H]3[C@@H]4C[C@H]5O[C@]56[C@@H](O)C=CC(=O)[C@]6(C)[C@H]4CC[C@]23C)C1
→ 0.8% | 9.2%[53.3 µM]
CC1(C)CC[C@]2(C(=O)O)CC[C@]3(C)C(=CCC4[C@@]5(C)CC[C@H](O[C@@H]6O[C@H](CO)[C@@H](O)[C@H](O)[C@H]6O[C@@H]6O[C@H](CO)[C@@H](O)[C@H](O)[C@H]6O)[C@@](C)(CO)C5CC[C@]43C)[C@@H]2C1 (stereo not given in full)
→ 15.6%[12.6 µM] | 1.1%[20.6 µM]
CNc1cc2c(Nc3cccc(Br)c3)ncnc2cn1
→ u | -26.7%
COc1cc(C(=O)NC2CCN(C)CC2)ccc1Nc1ncc2c(n1)N(C1CCCC1)CC(F)(F)C(=O)N2C
→ 28.2µM* | -1.6%
O=C(CN1CCNCC1)NC1CCCCC1
→ 22.3%[57.5 µM] | 3.8%[53.3 µM]
CC(O)c1cc(C(=O)N[C@@H](C)Cn2ccc(-c3ccc(C#N)c(Cl)c3)n2)n[nH]1 (stereo not given in full)
→ 6.4% | -12.7%
CC(=O)c1ccc(O[C@@H]2OC[C@@H](O)[C@H](O)[C@H]2O[C@]2(CO)O[C@H](CO)[C@@H](O)[C@@H]2O)c(O)c1
→ -3.4%[29.8 µM] | -0.7%[53.3 µM]
C[C@@H](NC(=O)c1ccc(C#Cc2cccc(F)c2)cn1)C(C)(C)O
→ -0.7%[57.5 µM] | -2.4%
Nc1ncnc2ccccc12
→ 7.6%[57.5 µM] | 10.9%[53.3 µM]
CCCCCNC(=O)N1CCC(CN(Cc2ccc(Cl)cc2)Cc2ccc([N+](=O)[O-])s2)C1 (stereo not given)
→ 3.0% | -6.3%[53.3 µM]
C=C1C(O[C@@H]2O[C@H](CO)[C@@H](O)[C@H](O)[C@@H]2O)CC2C(C)(C)C(O)CCC2(C)C1CC/C(C)=C\CO (stereo not given in full)
→ 7.9%[29.8 µM] | -1.8%[53.3 µM]
C[C@@H]1CCC2C(C)(C)[C@H](O)[C@H](O)C[C@]2(C)[C@@]12Cc1c(O)cc3c(c1O2)CN(CCCC(=O)O)C3=O (stereo not given in full)
→ 10.7%[29.8 µM] | 7.1%[53.3 µM]
O=C(O)[C@@H]1CSCN1
→ u | 10.7%[53.3 µM]
COc1cc(O)c2c(=O)c(O)c(-c3ccc(O)c(O)c3)oc2c1
→ 25.1µM* | -8.5%
Clc1ccc(Cn2c(CN3CCCC3)nc3ccccc32)cc1
→ 4.2% | -5.0%&-22.7%&-3.3%[53.3 µM]
CC12CCC3C1C(c1c(cc(O)c(C(=O)c4ccccc4)c1O)O2)C3(C)C (stereo not given)
→ u | -24.3%[53.3 µM]
O=C(O)CC1CC(c2ccccc2)=NO1 (stereo not given)
→ -6.8%[12.6 µM] | 1.8%[20.6 µM]
CCCCC1CCN(CCCC(=O)c2ccccc2C)CC1
→ 18.4%[57.5 µM] | 4.3%
CC(C)NCC(O)COc1ccc(COCCOC(C)C)cc1 (stereo not given)
→ -18.3%&37.4%[57.5 µM] | u
CCC1CC2C(C)=CC3CCCCC3C2(C)C2(OC(=O)C(C)(O)OC2=O)O1 (stereo not given)
→ 3.7%[29.8 µM] | 20.8%[53.3 µM]
Cn1c(CO)c(-c2ccccc2)c2cc([N+](=O)[O-])ccc21
→ 1.7%[57.5 µM] | -0.6%
CC12CC(c3ccoc3)OC(=O)C1CCC1(C)C2CCC(O)C1(C)O (stereo not given)
→ -7.8%[29.8 µM] | 1.9%[53.3 µM]
CC(C)CN(C[C@H](O)[C@H](Cc1ccccc1)NC(=O)O[C@H]1CCOC1)S(=O)(=O)c1ccc(N)cc1
→ 1.7%[57.5 µM] | 4.9%[53.3 µM]
CC(C)[N+](C)(CCOC(=O)C1c2ccccc2Oc2ccccc21)C(C)C
→ 29.8%[57.5 µM] | -4.0%&-1.2%[53.3 µM]
CCC[C@H]1C[C@H](C(=O)N[C@@H]([C@@H]2O[C@@H](SC)[C@@H](O)[C@@H](O)[C@@H]2O)[C@H](C)Cl)N(C)C1
→ -3.0%[57.5 µM] | 4.7%[53.3 µM]
CCCCC(=O)O[C@]1(C(=O)CO)CC[C@H]2[C@@H]3CCC4=CC(=O)CC[C@]4(C)[C@H]3[C@@H](O)C[C@@]21C
→ -3.5%[57.5 µM] | -1.7%[53.3 µM]
CC(C)(C)NCC(O)COc1cccc2c1CCC(=O)N2 (stereo not given)
→ -17.1%[57.5 µM] | -12.0%[53.3 µM]
Nc1c(Br)cc(Br)cc1CNC1CCC(O)CC1 (stereo not given)
→ u | -3.7%
CC1(C)O[C@H]2CC(=O)OC[C@@]23C1=C(O)C(=O)[C@]1(C)C3CC[C@@]2(C)[C@H](c3ccoc3)OC(=O)[C@H]3O[C@]321 (stereo not given in full)
→ 7.4%[29.8 µM] | -15.3%[53.3 µM]
Nc1ccc(S(N)(=O)=O)cc1
→ 11.1% | 0.0%&-5.4%[53.3 µM]
C=C1C(=O)O[C@@H]2C3C(=C(C)[C@@H](O)[C@@H](OC(=O)/C(=C/C)COC(C)=O)[C@@H]12)C(=O)[C@H]1O[C@@]31C (stereo not given in full)
→ 2.5%[29.8 µM] | 7.5%[53.3 µM]
NCCCC(O)(P(=O)(O)O)P(=O)(O)O
→ 9.1% | 4.5%&-6.6%[53.3 µM]
Nc1nc(NCCNc2ncc(-n3ccnc3)c(-c3ccc(Cl)cc3Cl)n2)ccc1[N+](=O)[O-]
→ 11.2% | -21.6%
CCN(CC)CC(=O)OCC(=O)[C@@]1(O)CC[C@H]2[C@@H]3CCC4=CC(=O)CC[C@]4(C)[C@H]3[C@@H](O)C[C@@]21C
→ -25.9%[57.5 µM] | -1.2%[53.3 µM]
C=C1C(O)CC2C(C(=O)O)=COC(O[C@@H]3O[C@H](COC(=O)/C=C/c4ccc(O)cc4)[C@@H](O)[C@H](O)[C@H]3O)C12 (stereo not given in full)
→ 23.7%[29.8 µM] | -0.7%[53.3 µM]
CC(C)c1ccc2oc3nc(N)c(C(=O)O)cc3c(=O)c2c1
→ 31.6µM* | -10.3%&-0.8%[53.3 µM]
C/C(=C\C(=O)Nc1ccccc1C(=O)O)c1ccc2ccccc2c1
→ 28.2µM* | -7.0%
C/C(=C\CCC(C)CCO)C(=O)OC1(C)CCC2C(C(=O)O)=COC(OC3OC(CO)C(O)C(O)C3O)C21 (stereo not given)
→ -0.6%[29.8 µM] | 5.5%[53.3 µM]
Cn1c(=O)c(F)c(Nc2ccc(I)cc2F)c2c(=O)n(C[C@@H](O)CO)cnc21
→ u | 8.1%[53.3 µM]
CC(=O)Nc1ccc(OCCOCCOc2ccc(NC(C)=O)cc2)cc1
→ 5.8%[57.5 µM] | 0.0%[53.3 µM]
Cn1c(N2CCCCS2(=O)=O)nc(C(=O)NCc2ccc(F)cc2)c(O)c1=O
→ u | -1.7%
O=c1[nH]cnc2c1ncn2[C@@H]1O[C@H](CO)[C@@H](O)[C@H]1O
→ 2.8%&23.2%[57.5 µM] | 7.0%
C[C@@H]1O[C@@H](O[C@H]2[C@@H]3C=CO[C@@H](O[C@@H]4O[C@H](CO)[C@@H](O)[C@H](O)[C@H]4O)[C@@H]3[C@@]3(CO)O[C@@H]23)[C@H](O)[C@H](OC(=O)/C=C/c2ccccc2)[C@H]1O
→ 1.6%[12.6 µM] | 5.6%[20.6 µM]
CN(Cc1nccs1)c1ncnc2ccc(-c3ccc4c(c3)OCO4)cc12
→ 7.08µM* | 2.5%
CCCCCC=CCC=CCCCCCCCC(=O)OCC
→ 0.3%[57.5 µM] | -13.3%[53.3 µM]
C/C(=C\CCC1(C)C2CCC(C2)C1(C)O)C(=O)O (stereo not given)
→ -1.8%[57.5 µM] | -0.5%
Nc1nc(N)c2nc(-c3cccc(O)c3)c(-c3cccc(O)c3)nc2n1
→ u | -6.9%[53.3 µM]
CNC(=O)c1ccc(-c2cnc3ncc(Cc4ccc5ncccc5c4)n3n2)cc1F
→ 2.6%&10.5%[57.5 µM] | -4.9%
CC(O)CCCCn1c(=O)c2c(ncn2C)n(C)c1=O (stereo not given)
→ 16.2%[57.5 µM] | -5.8%[53.3 µM]
CC(=O)C12OC(C)(C)OC1CC1C3CCC4=CC(=O)C=CC4(C)C3(F)C(O)CC12C (stereo not given)
→ -10.6%[57.5 µM] | 0.6%
C[C@@]12C(=O)OC(=O)[C@]1(C)C1CCC2O1
→ 17.6%[57.5 µM] | 2.4%[53.3 µM]
COc1cc(Nc2ncc(F)c(Nc3ccc4c(n3)NC(=O)C(C)(C)O4)n2)cc(OC)c1OC
→ 1.52µM*! | 2.7%[53.3 µM]
CC(/C=C/C1(O)C(C)CC(O)CC1(C)C)OC1OC(CO)C(O)C(O)C1O (stereo not given)
→ 9.0%[29.8 µM] | 5.1%[53.3 µM]
COc1ccc(CN2C(=O)C(=O)c3cc(S(=O)(=O)N4CCC[C@H]4COc4cccnc4)ccc32)cc1
→ -9.7%[57.5 µM] | -1.4%
Cc1cnc(C(=O)NCCc2ccc(S(=O)(=O)NC(=O)NC3CCCCC3)cc2)cn1
→ u | -2.5%&2.1%&-3.2%[53.3 µM]
Cc1cc2c(c(=O)[nH]1)OC(C(O)CC(C)C)O2 (stereo not given)
→ -15.6% | -1.5%
C=CCN1CCc2nc(N)sc2CC1
→ -22.4%[57.5 µM] | -3.7%[53.3 µM]
Cc1ccc(-n2nc(C(C)(C)C)cc2NC(=O)NCc2cc(F)ccc2Oc2ccc3c(cnn3CCO)c2)cc1
→ 8.4% | -11.1%
COc1ccc(C2C(C(=O)O)C(C(=O)O)C2c2ccc(OC)cc2O[C@@H]2O[C@H](CO)[C@@H](O)[C@H](O)[C@H]2O)c(O[C@@H]2O[C@H](CO)[C@@H](O)[C@H](O)[C@H]2O)c1 (stereo not given in full)
→ 2.6%[12.6 µM] | -9.6%[20.6 µM]
CC(O)/C=C/C1(O)C2(C)COC1(C)CC(O)C2 (stereo not given)
→ -1.1%[57.5 µM] | -5.7%

New compounds follow.
Values run as follows: NTMT1 inh | FH mod
CNNCc1ccc(C(=O)NC(C)C)cc1
→ 19.2% | -5.8%&5.5%[53.3 µM]
C=CCc1cc(OC)c(OC(C)C(O)c2ccc(O)c(OC)c2)c(OC)c1 (stereo not given)
→ -0.6%[29.8 µM] | -0.7%[53.3 µM]
CCC[C@H](NC(=O)C(C#N)=Cc1cccc(Br)n1)c1ccccc1
→ 10.6%[57.5 µM] | 6.0%[53.3 µM]
COc1ccccc1-c1cccc(-c2c(O)c3cc(C#N)c(Cl)cc3[nH]c2=O)c1
→ 10.5% | -8.2%

Assay outcomes as filed in PubChem BioAssay.
